# High-throughput results from PubChem.
# PfHsp40 yeast – compounds rescuing yeast from Plasmodium falciparum HSP40 toxicity | S. cerevisiae expressing PfHsp40, growth rescue, ATP luminescence | growth rescue, % at 12.5 µM | hit rate 0.68% among 340,000 | AID 504582; in the data active means growth rescue above about 28%, passing the limit was not always enough;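 further: yeast W303a lacking pdr1 and pdr3 grown in galactose medium; growth measured after three days at 30 °C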
# BH1578 lux ind – inducers of Vibrio cholerae quorum light production without autoinducers | V. cholerae BH1578 lux reporter, luminescence, 6 h | activation, % at 18.7 µM | hit rate 0.16% among 350,000 | AID 588436; in the data active means activation mostly above about 9.7%, no sharp cut-off; further: not every result past the cut was called active; inactives centre near 0; reference of the scale not given here
# Anthrax LF inh2 – inhibitors of Bacillus anthracis lethal factor protease; AID 588501; inhibition, % at 10 µM; multiplex microsphere protease cleavage assay, LF; hit rate 0.12% among 360,000; further: plate controls were buffer without enzyme for full effect and enzyme alone for no effect
# Target sequence (P15917 whole entry, looked up): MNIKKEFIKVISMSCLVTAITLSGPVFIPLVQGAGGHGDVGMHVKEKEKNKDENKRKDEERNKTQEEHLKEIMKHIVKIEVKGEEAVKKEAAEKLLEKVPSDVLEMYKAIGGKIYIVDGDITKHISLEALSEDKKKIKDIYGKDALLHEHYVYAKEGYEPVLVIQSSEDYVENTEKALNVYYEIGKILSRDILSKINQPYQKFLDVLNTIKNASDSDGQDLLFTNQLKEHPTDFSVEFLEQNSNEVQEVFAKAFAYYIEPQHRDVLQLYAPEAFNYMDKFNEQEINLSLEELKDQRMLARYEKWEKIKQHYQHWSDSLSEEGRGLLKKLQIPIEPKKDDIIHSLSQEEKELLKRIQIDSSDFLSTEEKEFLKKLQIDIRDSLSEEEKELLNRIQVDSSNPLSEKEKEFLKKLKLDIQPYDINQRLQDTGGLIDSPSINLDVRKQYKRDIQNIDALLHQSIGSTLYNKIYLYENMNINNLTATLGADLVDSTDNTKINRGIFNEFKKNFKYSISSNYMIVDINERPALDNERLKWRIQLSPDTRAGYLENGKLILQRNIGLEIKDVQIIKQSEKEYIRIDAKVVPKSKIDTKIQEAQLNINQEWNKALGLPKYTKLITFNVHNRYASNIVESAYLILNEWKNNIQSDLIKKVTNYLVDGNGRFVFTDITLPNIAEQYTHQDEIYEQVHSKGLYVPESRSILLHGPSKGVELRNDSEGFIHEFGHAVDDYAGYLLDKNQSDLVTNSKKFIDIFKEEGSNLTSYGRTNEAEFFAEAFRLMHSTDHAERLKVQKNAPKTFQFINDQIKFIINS
# PriA SSB inh – blocks PriA binding to SSB C-terminal tail; hit rate 0.6% among 430,000; AlphaScreen SSBct-PriA binding, biotinylated peptide; inhibition, % at 33 µM; in the data active means inhibition mostly above about 37%, no sharp cut-off; inactive means mostly below about 20%;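 further: plate controls were negative control peptide for no effect and reference peptide for full effect; strong numbers were not always called active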
# PrPC TRFRET – cell surface PrPC inhibition, primary TR-FRET screen; TR-FRET read-out; P04156; hit rate 0.43% among 370,000; inhibition, % at 13.8 µM; AID 720596; in the data active means inhibition above about 24%; further: 0% = median of the test wells and 100% = reference compound wells
# 3CLpro inhibitor – SARS-CoV 3CLpro protease inhibition; hit rate 0.14% among 290,000; AID 1706; inhibition, % at 6 µM; recombinant SARS-CoV 3CLpro, quenched FRET peptide cleavage; P0C6X7; in the data active means inhibition above about 12%
# BoNT A protease – BoNT A light chain protease inhibition | multiplex microsphere protease substrate cleavage, flow cytometry | inhibition, % at 10 µM | hit rate 0.17% among 360,000; further: plate controls were buffer without enzyme for full effect and enzyme alone for no effect
# Yp Topo-I inh – blocks Yersinia pestis topoisomerase I activity; Y. pestis Topo-I cleavage product accumulation, plate reader; activity, % at 10 µM; hit rate 0.064% among 360,000; AID 504884; in the data active means activity above about 50%, passing the limit was not always enough; further: inactives centre near 2
# TcdB inh – blocks C. difficile toxin B glycohydrolase activity; P18177; TcdB glycohydrolase enzymatic assay, plate reader; inhibition, % at 9.99 µM; hit rate 0.24% among 350,000; AID 652162; in the data active means inhibition above about 10%
# The depositor's hits bear a star; i = inactive; / = not tested or not shown; & = joins results of further samples. Unless noted, no stated cut-off is given here; in the data, active means inhibition above about 30%; inconclusive means no clear call, values can overlap the other calls; inactive means below that. Only part of the results is shown. The share of hits here may be higher or lower than overall.
SMILES	PfHsp40 yeast	BH1578 lux ind	Anthrax LF inh2	PriA SSB inh	PrPC TRFRET	3CLpro inhibitor	BoNT A protease	Yp Topo-I inh	TcdB inh
O=C(COc1ccccc1)Nc1ccc(S(=O)(=O)Nc2ccccn2)cc1	0.7	-0.4	2.6	-1.8	-0.9	5.2	1.2	4.2	1.0
Cc1ccc2nnc(Cl)n2n1	-0.6	-0.5	-1.0	-2.4	3.0	-7.6	0.1	-7.1	/
CCN(CC)S(=O)(=O)c1ccc(OC)c(NC(=O)CSc2cc(C)ccc2C)c1	1.4	-0.3	-0.8	-35.9	-3.2	7.7	1.1	43.3	0.4
CC(C)CC(c1nnnn1Cc1cccs1)N1CCN(c2nc3ccccc3s2)CC1 (stereo not given)	0.7	-2.0	1.5	-5.3	0.9	-0.5	-0.5	2.1	/
CCCc1nnc(SCC(=O)N2CCCC(C)C2)n1CCOC (stereo not given)	2.6	1.7	2.8	-6.1	1.5	-2.5	-0.3	7.5	-0.3
CCOC(=O)c1nc(Nc2ccc(C(C)=O)cc2)c2ccccc2n1	-0.3	/	-4.5	-7.6	-1.5	-0.6	-0.5	-2.6	1.6
CSc1nc2ccc(NC(=O)c3c(F)cccc3F)cc2s1	7.1	-1.8	1.6	-29.2	-3.5	3.0	-0.2	-3.1	/
Nc1nc(OCc2ccccc2)c2[nH]cnc2n1	-1.6	0.4	-5.1	-9.8	6.1	/	-0.4	-1.9	1.8
Cc1nn(-c2ccccc2)c(N)c1C1(O)C(=O)N(C(C)C)c2ccccc21 (stereo not given)	-1.6	-0.3	2.7	-4.7	4.1	3.7	0.0	1.7	1.4
COc1cc(/C=C/C(=O)OCC(=O)Nc2ccccc2Sc2ccc(Cl)cc2)ccc1O	5.0	-0.6	-1.0	-1.6	2.7	-0.2	-0.2	5.1	0.8
C[C@]12c3[nH]c4cc(-c5ccco5)ccc4c3CCN1C(=O)[C@@H](CC(=O)NCCN1CCOCC1)C[C@@H]2C(=O)N1CCOCC1	0.1	-0.5	-5.2	7.8	-5.7	/	-1.0	18.5	0.9
Cc1noc(C)c1CS(=O)(=O)c1ccc(Br)cc1	-0.5	-1.7	1.8	4.5	-5.7	-1.0	-0.5	2.2	-3.2
CN1CCN(C(=O)C(N)Cc2ccccc2)CC1 (stereo not given)	-1.3	-0.2	-1.6	-2.3	0.1	-1.0	-1.3	4.6	-1.7
C[C@@H](c1ccccc1)N1C[C@@H](COCc2ccccc2)Oc2cc(N3CC[C@@H](O)C3)ccc2S1(=O)=O	/	/	-3.7	/	1.5	/	-0.5	/	-0.2
O=C(CN1C(=O)NC2(CCc3ccccc3C2)C1=O)NCc1ccco1 (stereo not given)	-0.5	-0.9	-3.7	7.0	-0.1	-2.1	-0.3	0.9	2.2
COCc1c(C#N)c(NCCc2ccc(F)cc2)nc(C)c1[N+](=O)[O-]	-0.1	-0.4	-0.6	-6.0	-1.5	-3.7	-0.6	7.5	1.5
COCCCn1c(=O)/c(=C\c2cccc(OC)c2OC)s/c1=C(/C#N)C(=O)Nc1ccc(C(=O)O)cc1	-0.8	-0.4	-3.6	/	5.5	4.5	0.1	0.9	0.7
COCCCNc1ncnc2ccc(C)cc12	-0.9	i	6.6	-6.6	17.1	0.8	5.4	-3.1	/
COc1ccccc1Nc1nc(C)nc2c1oc1ccccc12	0.7	0.5	-5.2	-17.7	9.1	6.0	-0.7	2.3	0.4
O=C(N/N=C/c1ccccn1)c1[nH]c2ccc([N+](=O)[O-])cc2c1-c1ccccc1	3.7	-0.3	-2.0	/	3.3	7.0	-0.8	-6.1	1.8
Cc1ccc(S(=O)(=O)N2CCC(=O)N([C@H](COCc3ccccc3)Cc3ccccc3)CC2)cc1	/	/	-13.0	/	-3.5	/	-0.7	/	0.5
Cc1cc(N2CCN(c3nnnn3-c3ccccc3)CC2)n2ncnc2n1	-0.7	0.6	-3.4	-14.6	-3.2	0.5	-0.7	-4.5	/
CCc1ccc(OCCNC(=O)c2ccccc2SCc2ccc(F)cc2)cc1	5.7	/	-10.6	-0.9	-2.4	0.7	0.0	17.1	/
CN(C)S(=O)(=O)c1cccc(C(=O)NCC2(N3CCOCC3)CCCCC2)c1	1.5	-0.3	8.2	-13.9	0.5	-1.6	0.8	4.1	1.2
CCOC(=O)c1cc(NC(=O)CCC(=O)O)ccc1N1CCCCC1	-0.9	-0.7	-6.8	-13.6	-8.3	-0.5	-0.9	-6.4	0.0
COC(=O)[C@@]1(Sc2ccc(C)cc2)CC(=O)N(c2ccc(Cl)cc2)[C@@H]1c1ccccc1	/	/	-7.0	/	7.1	/	0.8	/	-0.3
CON(C)C(=O)CC1(CN(Cc2ccccc2)C(=O)OC(C)(C)C)CCCCC1	1.4	i	-7.7	-27.4	7.5	/	0.2	25.1	1.0
Oc1[nH]c2ccccc2c1N=Nc1ccccc1F	-1.3	-0.2	0.9	-10.2	-2.5	-3.3	0.3	-4.8	1.5
CC(C)N(C(=S)NCc1ccccc1)c1ccccc1	1.1	-0.3	0.1	-15.8	-2.3	-2.4	-0.4	-0.4	0.8
Cc1cccc(NC(=O)c2ccc(NS(=O)(=O)c3c(C)noc3C)cc2)c1	-0.2	0.7	-0.2	-7.0	-3.9	0.4	0.2	-4.5	/
O=C(CCCc1c[nH]c2ccccc12)N[C@@H](Cc1c[nH]c2ccccc12)C(=O)O	-0.1	i	-3.8	13.8	3.5	-0.3	-3.5	-0.8	-0.4
COc1ccccc1C(CC(=O)Nc1ccccc1C)c1ccc(OC(C)C)cc1 (stereo not given)	-0.9&2.3	-6.2	2.3	1.0	6.2	0.0	0.1	-1.6	0.3
CCO[C@H]1OC(C(=O)NCc2nc3ccccc3[nH]2)=C[C@@H](c2csc3ccccc23)[C@@H]1CCCO	1.3	0.5	-12.9	2.6	23.2	2.7	-17.8	14.2	0.5&-2.6
COc1nc2ccccc2c(=O)n1OCC(C)C	-1.1	-0.4	1.1	-4.9	-1.1	0.7	-1.3	9.1	/
CC(C)Cc1nc(SCC(=O)Nc2ccc(S(N)(=O)=O)cc2)n[nH]1	-0.8	-0.4	7.3	-17.9	-1.7	0.1	2.0	-4.6	/
CCOC(=O)c1c(C)[nH]c(C(=O)COC(=O)COc2ccccc2C=O)c1C	1.7	-0.3	-0.8	11.6	3.0	3.7	-0.9	-0.6	/
CC(C)C(O)(C#CCN1CCCCC1)c1ccccc1 (stereo not given)	0.3	7.1	-1.5	-10.2	-9.0	-2.5	-0.7	-2.8	/
O=C(CNC(=O)c1ccccc1Br)N/N=C/c1ccccc1O	0.3	i	-7.4	/	9.7	-6.2	-0.5	2.0	-11.4
COc1ccccc1C1=NOC(Cn2c(NCCOCCO)nc3c2c(=O)n(C)c(=O)n3C)C1 (stereo not given)	-0.5	-0.9	-3.9	-5.2	5.4	-1.4	0.8	32.1	1.2
COc1cccc(CCNC(=O)C2CCC(=O)N(C3CC3)C2)c1OC (stereo not given)	-0.3	-0.5	-0.8	1.4	-7.7	-0.8	0.6	0.9	2.2
Cc1nc2ccc(S(=O)(=O)NC(C(=O)NC3CCCC3)C(C)C)cc2s1 (stereo not given)	-0.9	-0.2	-3.6	-11.2	-3.4	2.0	0.0	1.2	0.2
Cc1ccc(/C=C2/NC(=O)N(Cc3ccccc3F)C2=O)s1	-1.3	/	1.6	-18.4	-8.3	3.5	9.8	4.6	/
c1ccc(-c2cn3c(n2)-c2ccccc2C3)cc1	6.8	-0.6	-1.7	10.6	0.6	-1.1	0.5	4.8	6.7
Cc1noc(C)c1CSCC(=O)N(C)CC(=O)Nc1cccc(F)c1	-0.4	i	-1.1	-7.0	6.2	-3.0	-0.5	4.6	0.3
CC1CCN(C(c2ccc(N(C)C)cc2)c2nnnn2Cc2ccc(F)cc2)CC1 (stereo not given)	1.0	-0.6	-3.6	-14.5	-2.9	2.7	-1.1	8.6	/
Cc1ccc(NCN2C(=O)C3C4C=CC(C4)C3C2=O)cc1 (stereo not given)	-1.6	-0.1	-2.2	-7.8	3.5	-6.0	0.0	-1.5	/
O=C(NC(=S)Nc1cccc(NC(=O)c2ccc(Cl)cc2Cl)c1)c1cccs1	-0.3	-0.3	-0.6	-3.0	6.8	2.5	-0.6	-6.4	/
